mHTT-CaM PPI inh: mHTT-calmodulin interaction abrogation | P42858 | AlphaScreen His-mHTT/GST-CaM binding, luminescence | inhibition, % at 15 µM | 190,000 compounds, 3.6% hits;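 also: 0% = both proteins with DMSO and 100% = one protein alone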
Pf apPOL inh: Pf-apPOL DNA polymerase inhibition; Recombinant Pf-apPOL, molecular beacon fluorescence, 1.5 h; inhibition, % at 10 µM; 210,000 compounds, 0.25% hits
* = called active by the depositor; nt = not tested or not shown; & = joins results of further samples. Rule as the data show it: active = inhibition above about 50%; inactive = the rest.

SMILES | mHTT-CaM PPI inh | Pf apPOL inh
Cc1ccc(CN2CC34C=CC(O3)C(C(=O)O)C4C2=O)cc1 (stereo unspecified) | -1 | -12
COCCn1c(C2CCN(S(=O)(=O)c3ccc(F)cc3)C2)nc2cccnc21 (stereo unspecified) | -1 | -4
O=C1CC(CS(=O)(=O)c2ccc(C(F)(F)F)cn2)=NN1c1ccccc1 | nt | 1
O=C(CC1CCCC1)OCc1cc(-c2ccc(F)cc2)on1 | -141 | -6
CN(C)C(CNC(=O)C1CCCCC1)c1cccs1 (stereo unspecified) | -7 | 2
Cc1ccc(C2C3C(=O)N(c4cccc(C)c4)C(=O)C3N3CCCN23)cc1 (stereo unspecified) | 2 | 2
CC1CCC2(CC1)NC(=O)N(CC(=O)NC1CCCCC1)C2=O (stereo unspecified) | -1 | 0
Cn1c(=O)c2c(nc(NC3CCCCC3)n2Cc2cccc(F)c2)n(C)c1=O | 0 | -13
Cc1nnc(SCC(=O)Nc2ccc(Cl)c(Cl)c2)s1 | 1 | -17
O=C(CC1CCN(S(=O)(=O)c2ccc(Cl)s2)CC1)NCCN1CCCCC1 | 3 | -1
COc1ccc(OC)c(/C=C/c2[nH]c(=O)[nH]c(=O)c2[N+](=O)[O-])c1 | 9&-3 | -7&-2
CC1(C(=O)O)CCC2C(CCC3CC(O)CCC32C)C1C=C1Nc2ccccc2C1=O (stereo unspecified) | nt | -10
O=C(NCc1cccnc1)/C(=C\c1ccc(-c2cccc(Cl)c2)o1)S(=O)(=O)c1ccccc1 | 18 | -2
COc1cc(C(c2ccc(C)o2)c2ccc(C)o2)c([N+](=O)[O-])cc1OC | 39 | -1
CC(=O)NC1=NC(=O)/C(=C\c2cc(C)c(C)cc2C)S1 | -5 | -5
COc1ccc(-c2cc(CNC(=O)c3cc(-c4ccc(F)cc4)n[nH]3)no2)cc1 | -9 | 5
O=C(Nc1ccccc1-c1nc2ccccc2s1)c1cccc([N+](=O)[O-])c1 | -5 | -8
CN=C1S/C(=C/c2cc3c(cc2[N+](=O)[O-])OCO3)C(=O)N1C | -3 | -1
CS(=O)(=O)N1CCC(CNC(=O)c2cc(-c3ccccc3)on2)CC1 | -12 | -6
Cn1nc(-c2nnc(-c3ccccc3F)o2)c2c1CCN(C(=O)c1ccccc1Cl)C2 | 0 | -6
CCCC(=O)N1CCCC(COc2ccc(C(=O)N3CCC(C)CC3)cc2)C1 (stereo unspecified) | 12 | 11
NC(=O)NC(=O)Nc1ccc(Cl)cc1 | -6 | -5
O=C(c1cnn2cccnc12)N1CCn2c(nnc2-c2ccccc2)C1 | 9 | 4
Cc1ccc(CCNC(=O)C2CCN(S(=O)(=O)N3CCC4(CC3)OCCO4)CC2)cc1 | 10 | -15
CC(=O)Oc1ccc2c(c1)OC(=Cc1cc(Br)cc3c1OCOC3)C2=O | 3 | 4
O=C(Cn1cnc(-c2ccc(Cl)cc2)cc1=O)NCc1cccnc1 | -17 | -14
O=C(Nc1ccc(I)cc1)C1C2CCCC1C2c1ccccc1 (stereo unspecified) | -6 | -2
O=C1OC(c2cccc([N+](=O)[O-])c2)=N/C1=C\c1cccnc1 | 3 | -4
CCC(=O)NCCc1csc(C2CCN(C(=O)c3ccccc3)CC2)n1 | 3 | -4
COc1ccc(-c2cc(C(=O)N3CCCC3c3ccc(F)cc3)on2)cc1 (stereo unspecified) | -12 | 0
Cc1ccc(-c2nc3ncccc3o2)cc1NC(=O)c1ccc(C(C)(C)C)cc1 | 2 | -4
CCc1ccc(C2Nc3ccccc3NC3=C2C(=O)CC(c2cccs2)C3)cc1 (stereo unspecified) | 29 | 0
COc1ccc2c(c1)c(/C=C/c1nc3ccccc3c(=O)[nH]1)c(C)n2C | -2 | -1
Cc1cccc(C(=O)N2CCC3(CC2)NC(=O)c2cccc(Cl)c2N3)c1 | 2 | -1
COc1cc(/C=C2/SC(N3CCC(C)CC3)=NC2=O)cc(OC)c1OC | 28 | -5
CCOc1nc(NCCO)nc(Nc2ccc(I)cc2C)n1 | 15 | -1
CCOC(=O)N1CCN(C(=O)C(C)N(c2ccccc2)S(C)(=O)=O)CC1 (stereo unspecified) | 1 | -14
O=C(c1cccnc1)N1CCCC(c2n[nH]c(C3CC3)n2)C1 (stereo unspecified) | 0 | -6
Cc1ccc(S(=O)(=O)NCCN=Cc2ccc3c(c2)OCO3)cc1 | -1 | 3
NS(=O)(=O)c1ccc(NC(=O)c2ccc([N+](=O)[O-])cc2Cl)cc1 | 0 | 3
COc1ccc(C(=O)Nc2cnc3ccccc3c2)c(OC)c1OC | 2 | 1
O=C(Nc1ccc(F)cc1)Nc1nnc(Cc2ccccc2F)s1 | -7 | 7
Cc1oc(C2CCN(C(=O)c3cc(F)ccc3F)CC2)nc1C(=O)N1CCCC1 | -7 | -1
O=C(COc1ccccc1F)N1CCC(COCc2ccccc2)CC1 | -16 | -7
CN(C)c1ccc(/C=C2/SC(N3CCCC3)=NC2=O)cc1 | 7 | 1
O=C(Nc1nnc(COc2ccc([N+](=O)[O-])cc2)s1)Nc1ccccc1F | 2 | -56
O=C(c1ccc2c(c1)OCCO2)c1sc(Nc2ccccc2)nc1-c1ccccc1 | nt | -3
COc1cccc(C(=O)c2oc3ccc(NC(=O)c4ccncc4)cc3c2C)c1 | 19 | -6
COc1ccc(S(=O)(=O)Nc2nc(CC(=O)N3c4ccccc4CC3C)cs2)cc1 (stereo unspecified) | 17 | 31
COc1cc(NC(=O)COc2ccc(Cl)cc2)ccc1NC(=O)c1ccco1 | -3 | -2
O=C(CCSc1ccccc1)NC1CCCCC1 | -6 | -10
Cc1ccnc(N2CCCC(C(=O)NCCc3ccc(S(N)(=O)=O)cc3)C2)n1 (stereo unspecified) | -5 | 3
Cn1ncc(N2CCC(C(=O)NCCCN3CCCCC3)CC2)cc1=O | 4 | 9
COc1cccc(CN2CCc3c(cc(C(=O)NCCN4CCC(C)CC4)n3C)C2)c1 | 22 | -4
CCC(CC)C(=O)NCCc1ccccc1 | -6 | -6
O=C(O)C1=CC=C(Cl)[C@H](O)[C@@H]1O | -6 | nt
O=C(c1cc2ccccc2[nH]1)N1CC2CN(S(=O)(=O)c3cccc(F)c3)CC(C1)O2 | 2 | -5
CCCOC(=O)C1C2C=CC3(CN(c4ccccc4Br)C(=O)C13)O2 (stereo unspecified) | -11 | -3
CCn1nccc1C(=O)N1CCC(CCOc2ccncc2)CC1 | -4 | -4
O=C(C=Cc1ccc(O)c(O)c1)OC(Cc1ccc(O)c(O)c1)C(=O)O (stereo unspecified) | nt | 33
Following part:
SMILES | mHTT-CaM PPI inh | Pf apPOL inh
CCN(CC)C(=O)Cn1cnc2sc(C(=O)Nc3ccc(F)cc3F)c(C)c2c1=O | 8 | -1
Cc1c(-c2ccccc2)c(=O)n(C)c2c1c(=O)n(-c1ccccc1)c(=O)n2-c1ccccc1 | nt | 8
Cn1c(=O)c(C(=O)NCCc2ccc(S(N)(=O)=O)cc2)cc2cccnc21 | -18 | -6
O=C(Nc1ccc(F)cc1)c1cc(S(=O)(=O)N2CCC3(CC2)OCCO3)ccc1F | 8 | 38
CCNC(=O)C1Cc2ccccc2N2CCN(c3ccc(OC)cc3)CC12 (stereo unspecified) | 22 | -3
COc1ccc(-c2cc(C(F)(F)F)n3ncc(C(=O)Nc4ccccc4C)c3n2)cc1OC | 5 | -4
Cc1ccc(Cl)cc1NC(=O)CN1CCc2ccccc2C1C(=O)N1CCCCC1 (stereo unspecified) | 21 | 2
COCCn1cnc2sc(C(=O)Nc3c(F)cccc3F)c(C)c2c1=O | -5 | -4
CC(=O)NCCc1csc(C2CCCN(C(=O)c3ccoc3)C2)n1 (stereo unspecified) | 9 | 5
O=C(Cn1c(=O)n(-c2ccc(F)c(Cl)c2)c(=O)c2sccc21)NC1CCCC1 | -6 | 5
Cc1nn2c([N+](=O)[O-])c(C)[nH][n+]2c1C(=O)Nc1c(C)n(C)n(-c2ccccc2)c1=O | 2 | 0
COc1cccc(CC(=O)N2CCC(c3nc(C(=O)N4CCCC4)c(C)o3)CC2)c1 | 22 | -2
O=C(CCC1CCCN(C(=O)Nc2ccccc2)C1)NCc1ccccc1 (stereo unspecified) | 10 | -3
Cn1c(N2CCCC(C(=O)NCCN3CCOCC3)C2)cc(=O)n(C)c1=O (stereo unspecified) | -10 | -4
Cc1ccc(C(O)=C2C(=O)C(=O)N(CCCN3CCOCC3)C2c2ccc(F)cc2)cc1 (stereo unspecified) | 4 | -3
COc1ccc(NC(=O)N2CCC3(C2)Nc2cccnc2NC3=NCc2ccccc2)cc1 (stereo unspecified) | 7 | -2
COc1ccc(CNc2ncnc(N)c2[N+](=O)[O-])cc1 | -1 | -6
Cc1cc(I)c(O)c(C=Nc2cc(C)ccc2O)c1 | 45 | -6
O=C(c1ccc2c(c1)OCO2)N1CCc2c(nc(-c3ccccc3)[nH]c2=O)C1 | 1 | -8
CCCn1cc(C2=CCN(S(=O)(=O)c3c(C)nn(C)c3C)CC2)c2cccnc21 | 7 | -7
CC(=O)COc1cc(OCC(C)=O)c2c3c(c(=O)oc2c1)CCC3 | 2 | 5
O=C(Cc1cccc(F)c1)NC1CCN(c2ccccc2)C1=O (stereo unspecified) | -2 | -1
CCCNc1cc(N2CCC(CCC(=O)N3CCN(CCC#N)CC3)CC2)ncn1 | 4 | -6
Cc1ccc(/C=C2\CCC(C3CCCC3)C2=O)cc1 (stereo unspecified) | -61 | 11
COc1ccc(/C=c2\sc3nc4ccccc4n3c2=O)cc1Br | 9 | -5
COc1ccccc1NC(=O)c1ccnc(N2CCC(C(=O)Nc3ccccc3)CC2)c1 | -3 | -2
O=C1S/C(=C\c2ccccc2)C(=O)N1CNc1cccc(C(F)(F)F)c1 | -4 | 0
CC(=O)C1=C(O)C(=O)N(CCO)C1c1ccc([N+](=O)[O-])cc1 (stereo unspecified) | -5 | -3
Cc1cccc(N2C(=O)CSC2c2cccc([N+](=O)[O-])c2)c1 (stereo unspecified) | 4 | -2
O=S(=O)(Cc1ccc(F)cc1)c1c[nH]c2ccccc12 | 6 | -5
CCCOc1cccc(-c2nc3cc(OC)c(OC)cc3c(=O)o2)c1 | 0 | 4
COc1ccc(C(O)=C2C(=O)C(=O)N(CCN3CCOCC3)C2c2cccc([N+](=O)[O-])c2)cc1 (stereo unspecified) | 4 | -3
O=C(Nc1ccccc1-c1nc2ccccc2[nH]1)c1ccc([N+](=O)[O-])cc1 | 6 | 18
Cc1ccc2[nH]cc(CCN3CC(C(=O)Nc4nnc(C(C)(C)C)s4)CC3=O)c2c1 (stereo unspecified) | 28 | -1
COc1ccc2nc(Nc3nc(C)cc(C)n3)nc(C)c2c1 | 4 | 4

Screening data from PubChem BioAssay.

Hits appear at their usual frequency; 3.5% or so of the library scored in one or more.
